hIAP inh: human IAP inhibitors, primary screen, biochemical, luminescence, uHTS; Intestinal-type alkaline phosphatase (Homo sapiens), P09923; purified IAP, CDP-Star luminescence, 30 min; inhibition, % at 10 µM; 330,000 tested, 0.12% active;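 active means inhibition reaching a set limit with compound at 10 µM in the primary screen, cut at about 35% in these data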;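 further: plate controls were DMSO wells with enzyme for no effect and no-enzyme buffer wells for full effect; values of inactives mirror those of a sister screen read the other way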
Target sequence (P09923 whole entry, looked up): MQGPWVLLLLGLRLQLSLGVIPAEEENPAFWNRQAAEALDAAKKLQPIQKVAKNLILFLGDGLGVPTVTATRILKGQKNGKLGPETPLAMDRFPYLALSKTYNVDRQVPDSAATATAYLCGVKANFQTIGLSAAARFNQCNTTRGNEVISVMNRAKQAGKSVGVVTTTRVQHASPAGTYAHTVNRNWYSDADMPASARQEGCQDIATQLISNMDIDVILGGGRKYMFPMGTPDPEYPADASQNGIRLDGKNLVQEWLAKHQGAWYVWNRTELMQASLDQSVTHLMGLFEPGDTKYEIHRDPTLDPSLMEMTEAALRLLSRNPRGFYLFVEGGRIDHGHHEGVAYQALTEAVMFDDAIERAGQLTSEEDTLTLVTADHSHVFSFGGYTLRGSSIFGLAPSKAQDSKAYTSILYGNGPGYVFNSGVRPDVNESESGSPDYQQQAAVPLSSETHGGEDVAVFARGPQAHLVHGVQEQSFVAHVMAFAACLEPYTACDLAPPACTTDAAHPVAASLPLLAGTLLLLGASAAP
hIAP activ: human IAP activators, primary screen, biochemical, luminescence, uHTS; Intestinal-type alkaline phosphatase (Homo sapiens), P09923; purified human IAP, CDP-Star luminescence, 30 min; hits give high values; 1 = vehicle-only enzyme, 0 = enzyme-free background; activation factor at 10 µM; 330,000 tested, 0.16% active;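 active means activation factor of the enzyme at least 2-fold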; further: the source names both 10 and 20 µM as test concentration; values of inactives mirror those of a sister screen read the other way
HKDC1 inhibitor: HKDC1 hexokinase inhibitors, primary screen, biochemical, fluorescence, uHTS | inhibition, % at 20 µM | 340,000 tested, 0.16% active | Q2TB90 | recombinant HKDC1, G6PDH/diaphorase resazurin coupled fluorescence;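 active means inhibition above about 35% when tested at 20 µM, limit read from the data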;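 further: plate controls were DMSO wells with enzyme for no effect and DMSO wells lacking enzyme for full effect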
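System: Recombinant HKDC1 hexokinase | Amount: HKDC1 at 5 µg/mL | Reagent: Glucose with 1 mM ATP | Doses: Single 20 µM dose | Incubation: Reaction time 90 min, room temperature, protected from light | Signal: Coupled resazurin fluorescence, excitation 525 nm, emission 613 nm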
PfG6PD inh: PfG6PD enzyme inhibitors, primary screen, biochemical, fluorescence intensity, uHTS; PfGluPho enzyme, NADPH resazurin-diaphorase fluorescence; inhibition, % at 20 µM; 350,000 tested, 0.78% active; AID 504690, 2011;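 active means inhibition reaching at least a set limit at 20 µM in the primary screen, cut at about 59% in these data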;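 further: 0% = DMSO wells with substrate and 100% = DMSO wells lacking glucose-6-phosphate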
APOBEC3A inh: APOBEC3A ssDNA deaminase inhibitors, primary screen, selectivity assay for APOBEC3G inhibitor project, biochemical, FAM/TAMRA oligo cleavage fluorescence | inhibition, % at 20 µM | 330,000 tested, 0.41% active | recombinant A3A, FAM/TAMRA ssDNA deamination fluorescence;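 active means at least 40% inhibition at 20 µM here, with at most 30% in a related deaminase screen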;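 further: plate controls were A3A with DMSO for no effect and wells lacking A3A enzyme for full effect; some results filed as inactive read as strong as hits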
Target sequence (P31941 whole entry, looked up): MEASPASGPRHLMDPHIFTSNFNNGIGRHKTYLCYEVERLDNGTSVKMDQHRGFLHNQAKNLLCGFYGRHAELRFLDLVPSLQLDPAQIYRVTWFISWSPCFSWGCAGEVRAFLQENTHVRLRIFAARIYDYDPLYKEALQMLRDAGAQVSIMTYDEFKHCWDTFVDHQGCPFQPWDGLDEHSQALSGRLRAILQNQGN
mIAP activ: activators of mouse IAP, primary screen, biochemical, luminescence, uHTS. intestinal alkaline phosphatase [Mus musculus]. muIAP, CDP-Star luminescence, 30 min; hits give high values; 1 = vehicle-only enzyme signal, 0 = enzyme-free wells. 330,000 tested, 0.24% active. activation factor at 10 µM;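 active means activation factor of at least 2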; further: the source names both 10 and 20 µM as test concentration; values of inactives mirror those of a sister screen read the other way
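Assay system: mouse IAP enzyme / Compound: DMSO-dissolved test compounds / Timing: 30 min, room temperature / Measured by: luminescence from enzymatic CDP-Star hydrolysis / Control set: DMSO-only wells, enzyme-free buffer wells as negative control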
mIAP inh: inhibitors of mouse IAP, primary screen, biochemical, luminescence, uHTS. intestinal alkaline phosphatase [Mus musculus]. purified mouse IAP, CDP-Star luminescence, 30 min. inhibition, % at 10 µM. 330,000 tested, 0.2% active;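 active means inhibition of at least 40% at 10 µM in the primary screen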;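 further: plate controls were DMSO with enzyme for no effect and no enzyme wells for full effect; values of inactives mirror those of a sister screen read the other way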
ATG4B inhibitor: ATG4B protease inhibitors, primary screen, biochemical, fluorescence, uHTS. ATG4B cleavage of LC3-PLA2, NBD-HPC fluorescence, 1 h. Cysteine protease ATG4B (Homo sapiens), Q9Y4P1. inhibition, % at 8.33 µM. 340,000 tested, 0.51% active. AID 504462, 2011; in the data active means inhibition above about 40%
Numbers without * were called inactive; nt = not tested or not shown. Rows are unselected; overall some 2.4% were active at least once.

Structure,hIAP inh,hIAP activ,HKDC1 inhibitor,PfG6PD inh,APOBEC3A inh,mIAP activ,mIAP inh,ATG4B inhibitor
CCCc1cnc(N2CCN(S(=O)(=O)c3cccs3)CC2)nc1,0.8,0.992,-3.7,-11.7,-2.2,1.05,-5.0,3.8
Cc1ccc(C(=O)CCC(=O)Nc2ccc(C)cn2)cc1,16.0,0.84,-6.3,1.0,-2.1,0.991,0.9,-0.1
O=C(CSc1ccc(-c2ccco2)nn1)NCc1ccc2c(c1)OCO2,-10.3,1.1,-3.8,5.5,4.3,0.919,8.1,6.5
COc1ccc(N2CCCC2)c(NC(=O)c2ccc(Br)o2)c1,-8.7,1.09,2.9,4.8,1.9,0.946,5.4,3.8
CCn1cc(CNC(=O)c2cc(-c3cc(OC)ccc3OC)nc3ccccc23)c(C)n1,-1.0,1.01,-6.5,-9.1,-5.1,1.06,-6.3,5.1
Cc1ccccc1CS(=O)(=O)Cc1ccc(C(=O)N2CCOCC2)o1,-1.8,1.02,-0.5,-5.8,5.9,0.979,2.1,4.4
COc1ccc(C)cc1NC(=O)CSc1ccc(-c2cccnc2)nn1,2.0,0.98,5.6,16.6,-0.6,0.971,2.9,-5.8
C=CCn1cnnc1SCC(=O)NCC1COc2ccccc2O1 (configuration not stated),-2.3,1.02,-3.6,-5.0,-3.5,1.01,-0.7,-2.3
Cc1ccc(NS(=O)(=O)c2cc(C(=O)N3CCN(CCO)CC3)ccc2C)cc1,-3.4,1.03,0.4,3.3,-0.7,0.954,4.6,-6.0
Cc1nc(NC(=O)/C=C/c2ccccc2)sc1C(=O)Nc1ccc(Cl)cc1,10.5,0.895,2.2,-5.9,-3.1,0.876,12.4,0.9
CCCc1nnc(NC(=O)c2ccc(N3C(=O)C4C5C=CC(C5)C4C3=O)cc2)s1 (configuration not stated),4.6,0.954,6.0,-16.9,0.3,0.948,5.2,3.7
O=C(Nc1nc(-c2cccc([N+](=O)[O-])c2)cs1)c1cccc([N+](=O)[O-])c1C(=O)O,3.7,0.963,-2.6,7.7,-2.6,0.969,3.1,79.2*
Cc1nc2cc(C(=O)OCC(=O)N(CC(C)C)C3CCS(=O)(=O)C3)ccc2n1-c1ccccc1 (configuration not stated),4.6,0.954,-0.2,-1.4,-1.9,0.977,2.3,-7.4
CCOc1ncccc1C(=O)N1CCN(S(=O)(=O)c2ccc(Br)cc2Cl)CC1,-0.4,1,2.5,-10.6,13.6,1.04,-4.0,-0.1
Cn1c(SCC(=O)N2CCN(c3cccc(Cl)c3)CC2)nnc1-c1ccncc1,-9.3,1.09,-6.2,2.1,-4.0,0.985,1.5,-13.9
O=C(C/C(=N\NC(=O)c1ccccc1Br)C(F)(F)F)c1cccs1,6.7,0.933,-4.5,14.4,-1.9,0.901,9.9,5.8
O=C(Nc1nc(N2C(=O)c3ccccc3C2=O)n(-c2ccccc2)n1)c1ccc(Cl)cc1,-58.2,1.58,-1.0,-41.7,-3.2,0.933,6.7,-16.6
CCOC(=O)CSc1ncnc2c1cnn2-c1ccc(Cl)cc1,9.4,0.906,-6.1,-7.3,-1.9,0.954,4.6,-1.9
CC1CCCC(NC(=O)c2n[nH]c(=O)c3ccccc23)C1C (configuration not stated),-14.4,1.14,-0.2,-7.8,-3.5,1.02,-2.3,-17.4
CCCC(=O)Nc1ccc(Cl)c(NC(=O)C(C)(C)C)c1,5.3,0.947,-5.2,-4.0,2.6,0.941,5.9,-0.7
C=CCN1C(=O)/C(=C\c2ccc(Cl)cc2)N=C1SCC(=O)NC1CCCCC1,-0.2,1,-1.3,-9.1,-4.1,0.965,3.5,4.4
CCN(C(=O)CSc1nnc(C)n1-c1cccc(C)c1)C1CCS(=O)(=O)C1 (configuration not stated),11.3,0.887,-0.1,15.2,-3.3,0.932,6.8,1.8
CCOC(=O)c1c(/N=C/C2=C(O)CC(C)(C)CC2=O)sc(C(C)=O)c1C,7.8,0.922,-3.2,1.3,-3.2,0.992,0.8,-0.9
COC(=O)C1=C(C)N(c2ccc(C)c(C)c2)/C(=C/c2ccco2)C1=O,10.4,0.896,-0.4,-6.2,6.9,0.814,18.6,-7.0
COc1cc(OC)cc(-n2nnnc2SCC(=O)Nc2nc3c(s2)CCCC3)c1,6.0,0.94,5.4,-15.9,-2.2,0.978,2.2,-0.3
COC(=O)CSc1nnnn1-c1cccc2ccccc12,8.6,0.914,-6.0,-1.4,-0.2,0.94,6.0,-3.2
CCCCN1C(=O)C(=O)N(CC(=O)Nc2ccccc2C(=O)OCC)C1=O,-19.3,1.19,-2.7,9.8,-3.3,0.988,1.2,-1.9
Nc1nc(CSC(=S)N2CCN(c3ccccc3)CC2)nc(Nc2ccc(F)cc2)n1,6.5,0.935,-11.2,16.8,0.3,0.803,19.7,-2.5
CCOC(=O)c1nn(C)c(C)c1Cl,12.0,0.88,-8.6,-7.2,2.0,0.909,9.1,-3.6
Cc1noc(C)c1C(=O)N1CCCC1,7.0,0.93,-7.2,-13.0,-5.6,0.995,0.5,-0.2
COc1ccc(C(=O)C(OC(=O)c2ccc(C)c(NC(C)=O)c2)c2ccccc2)cc1 (configuration not stated),12.6,0.874,-4.2,-10.4,-0.1,0.969,3.1,-7.7
CN(C)/C=C/C(=O)c1ccc(Br)cc1,0.3,0.997,-1.3,-4.3,-6.0,0.957,4.3,12.7
O=c1c2cc3c(cc2[nH]c(=S)n1CCN1CCOCC1)OCO3,-4.5,1.04,-3.7,3.7,-4.0,0.85,15.0,3.8
O=C(NC(=S)NCc1ccccc1)c1ccc(Br)o1,8.6,0.914,nt,nt,-0.4,0.975,2.5,nt
CCS(=O)(=O)c1nc2ccccc2n1CC(=O)N1CCOCC1,10.0,0.899,-7.0,1.3,-3.5,0.988,1.2,-6.7
C=C1CC(C(=O)N/N=C/c2ccc(O)cc2)C1,6.7,0.933,5.0,15.7,0.5,0.844,15.6,0.9
COc1ccc(N(CC(=O)NCc2cccs2)S(=O)(=O)c2ccc(F)cc2)cc1,7.5,0.925,-2.7,9.1,3.7,1.1,-9.7,-12.5
COCCn1c(-c2ccc(NC(C)=O)cc2)nc2c1c(=O)[nH]c(=O)n2CC(C)C,-1.2,1.01,-5.9,14.3,-4.4,0.978,2.2,-2.7
CC(NCC1(N2CCOCC2)CCCCC1)C(=O)Nc1ccc(Cl)cc1Cl (configuration not stated),-9.9,1.1,-1.9,-1.3,-5.1,1.07,-7.1,-4.4
CCN(CC)C(=O)c1[nH]cnc1C(=O)Nc1ccc(C)cc1,0.5,0.995,-7.4,1.5,-5.1,0.878,12.2,-1.6
Cc1cc(C)cc(N(CCC(=O)Nc2nnc(C)s2)S(=O)(=O)c2ccc(Cl)cc2)c1,9.3,0.907,-9.1,-2.0,0.0,1.05,-5.1,-1.1
CCCCCCN(C(=O)CCCCCN1C(=O)NC(c2ccc(-c3ccccc3)cc2)C(C(=O)OCc2ccccc2)=C1C)C(C(=O)NCCCC)c1ccc(O)c(C(=O)OC)c1 (configuration not stated),-10.2,1.1,nt,nt,-0.2,0.965,3.5,nt
Cc1cccc(-n2c(SCC(=O)N3CC(=O)Nc4ccccc43)nc3ccccc3c2=O)c1C,-4.5,1.04,-8.3,29.3,2.1,1.07,-7.3,16.7
CC(C)c1ccc(C(C)NCCS(=O)(=O)c2ccc(Cl)cc2)cc1 (configuration not stated),2.0,0.98,0.5,-1.4,2.0,1.02,-2.2,1.2
Cc1ccc(F)cc1NC(=O)COC(=O)C1CCN(c2ccc(C(F)(F)F)cn2)CC1,-1.6,1.02,-0.8,26.0,31.2,1.08,-7.6,10.7
COc1ccc2c(c1)c(CC(=O)Nc1ccccc1OC)c(C)n2C(=O)c1ccc(Cl)cc1,-1.5,1.01,-2.1,0.7,-2.0,0.974,2.6,-4.0
COc1ccc(CC2S/C(=C(\C#N)C(=O)NCc3ccco3)N(c3ccc(C)cc3)C2=O)cc1 (configuration not stated),-13.5,1.14,-1.7,-9.6,-2.1,0.91,9.0,-8.2
O=C(NC1CCS(=O)(=O)C1)Oc1ccc(Cl)cc1 (configuration not stated),-14.7,1.15,-0.9,4.0,-0.5,0.992,0.8,-1.0
Cc1ccc2c(c1)CCCN2C(=O)c1ccco1,1.5,0.985,-6.5,10.5,5.8,1.04,-4.2,5.9
CCN(Cc1ccccc1)S(=O)(=O)c1cc(C(=O)NC(C)C2CC3CCC2C3)ccc1OC (configuration not stated),23.5,0.765,4.3,6.0,-2.7,1.09,-8.7,4.1
O=C(Nc1ccccc1Cl)c1ccc([N+](=O)[O-])o1,4.4,0.956,0.1,19.6,-1.4,1.06,-6.1,-1.9
CCOC(=O)Cc1csc(NC(=O)CSc2nnc(-c3ccc(OC)cc3)n2C)n1,10.5,0.895,-13.7,-3.7,1.9,1.03,-3.1,-11.0
CC1CCCCC12NC(=O)N(CC(=O)OCC(=O)NCc1ccc(F)cc1)C2=O (configuration not stated),-3.7,1.04,1.1,-19.7,-4.1,0.972,2.8,2.3
CC(Oc1ccccc1)C(=O)OCC(=O)Nc1ccc2c(c1)OCO2 (configuration not stated),-0.9,1.01,0.2,11.4,-0.1,1.06,-6.4,-5.7
NC(=O)CS(=O)(=O)c1nc2ccccc2n1Cc1ccccn1,-8.5,1.08,-4.5,6.7,6.2,0.99,1.0,-7.9

Screening data deposited in PubChem BioAssay by Sanford-Burnham Center for Chemical Genomics.
